Screens deposited in PubChem by The Scripps Research Institute Molecular Screening Center.
M1 ag – human M1 muscarinic receptor agonism. actives 0.33% (n = 360,000). P11229. activation, % at 3 µM. CHO-K1 hM1, Fluo-8 calcium fluorescence, agonist mode; 0% DMSO, 100% acetylcholine EC100;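 active means activation above the run's mean compound activation plus 3 SD, cut at about 16% in these data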;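 further: peak over basal fluorescence ratio within a 140 s kinetic read after compound addition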
Target sequence (P11229 whole entry, looked up): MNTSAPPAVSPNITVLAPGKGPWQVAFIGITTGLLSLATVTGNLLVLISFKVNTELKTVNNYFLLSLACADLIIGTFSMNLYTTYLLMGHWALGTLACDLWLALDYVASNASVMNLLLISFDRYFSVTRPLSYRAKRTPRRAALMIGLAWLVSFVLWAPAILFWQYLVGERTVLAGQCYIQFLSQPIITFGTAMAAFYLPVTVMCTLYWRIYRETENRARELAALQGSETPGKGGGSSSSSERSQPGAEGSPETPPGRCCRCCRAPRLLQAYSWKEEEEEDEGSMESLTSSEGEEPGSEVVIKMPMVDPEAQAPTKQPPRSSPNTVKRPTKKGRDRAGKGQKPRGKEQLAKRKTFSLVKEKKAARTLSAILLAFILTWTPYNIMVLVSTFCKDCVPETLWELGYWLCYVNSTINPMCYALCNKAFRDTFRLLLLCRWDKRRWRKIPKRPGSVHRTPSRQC
M1 ag parental – counter-screen for M1 agonists: effect in parental CHO-K1 cells; Fluo-8 calcium fluorescence; scaled to maximal ATP response, vehicle zero; activation, % at 3 µM; actives 0.48% (n = 360,000); AID 602248; in the data active means activation above about 15%;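 further: untransfected CHO-K1 host cells lacking M1 receptor as counterscreen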
M1 PAM – human CHRM1 positive allosteric modulation; P11229; CHO-K1 hM1, Fluo-8 calcium fluorescence, ACh EC20; 0% = ACh EC20, 100% = maximal ACh; activation, % at 3 µM; actives 0.088% (n = 360,000); AID 588819; in the data active means activation above about 19%, passing the limit was not always enough
CHO-K1 Ca antag – counter-screen for M1 antagonists: effect in parental CHO-K1 cells. inhibition, % at 3 µM. actives 0.6% (n = 360,000). ATP-induced calcium, Fluo-8 fluorescence;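 active means inhibition above a per-plate cutoff, the plate's mean sample inhibition plus 3 SD, cut at about 24% in these data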;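 further: 0% = DMSO plus EC80 ATP and 100% = DMSO alone without ATP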
TAAR1 antag – human TAAR1 antagonism. Q96RJ0. CHO RD-HGA16 TAAR1, Fluo-8 calcium fluorescence, antagonist. inhibition, % at 3 µM. actives 1.5% (n = 360,000);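 active means inhibition above a per-plate cutoff, the mean inhibition of test compounds on that plate plus 3 SD, cut at about 49% in these data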;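 further: 0% = DMSO plus EC80 beta-PEA response and 100% = DMSO alone without agonist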
Target sequence (Q96RJ0 whole entry, looked up): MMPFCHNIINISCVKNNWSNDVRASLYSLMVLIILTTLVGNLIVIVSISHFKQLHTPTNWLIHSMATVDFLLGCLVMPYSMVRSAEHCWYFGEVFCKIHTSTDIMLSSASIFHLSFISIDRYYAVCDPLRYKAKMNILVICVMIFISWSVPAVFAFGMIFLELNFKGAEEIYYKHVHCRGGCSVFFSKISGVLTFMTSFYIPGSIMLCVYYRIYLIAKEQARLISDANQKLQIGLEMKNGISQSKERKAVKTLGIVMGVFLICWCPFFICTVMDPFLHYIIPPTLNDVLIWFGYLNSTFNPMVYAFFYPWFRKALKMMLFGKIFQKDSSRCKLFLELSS
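test system = CHO RD-HGA16 cells bearing hTAAR1 | replication = singlicate | controls = DMSO-only wells and EC80 β-PEA-stimulated wells | reagent = EC80 β-phenethylamine stimulus | read-out basis = percent inhibition of PEA-evoked calcium signal, max/basal emission ratio | schedule = seeding 17-24 h prior, 75-min 37 °C, 30-min RT dye loading | signal = kinetic Fluo-8 calcium fluorescence measurement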
TAAR1 ag – human TAAR1 agonism | Q96RJ0 | AID 624467 | activation, % at 3 µM | CHO RD-HGA16 TAAR1, Fluo-8 calcium fluorescence; vehicle wells 0%, saturating PEA agonist 100% | actives 0.99% (n = 360,000);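 active means activation above the mean activation of all test compounds in the run plus 3 SD, cut at about 38% in these data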
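Test system: RD-HGA16 (CHO) cells co-expressing Gα16 and hTAAR1; dosing: one-point dosing at 3 µM (nominal); timing: 17-24 h seeding, 75 min 37 °C dye, 30 min RT; signal: kinetic Fluo-8 calcium fluorescence; read-out basis: % activation relative to PEA EC100 response; controls: DMSO and PEA EC100; replicates: n 1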
M1 antag – blocks human M1 muscarinic receptor | CHO-K1 hM1, Fluo-8 calcium fluorescence, ACh EC80 antagonist | inhibition, % at 3 µM | actives 1.3% (n = 360,000);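 active means percent inhibition above its own plate's cutoff, namely the mean of that plate's compound wells plus 3 SD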;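 further: peak over basal fluorescence ratio during 140 s after agonist addition; 0% = ACh EC80 plus DMSO and 100% = DMSO alone without agonist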
M1 PAM parental – nonselective activator or artifact in parental CHO-K1 calcium assay; activation, % at 3 µM; ATP EC20, Fluo-8 calcium fluorescence; 0% at ATP EC20, 100% at ATP max; AID 602247; actives 0.02% (n = 360,000);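 active means activation above the run cutoff, the mean activation of all test compounds plus 3 SD, cut at about 40% in these data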;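 further: peak over basal fluorescence ratio in a 140 s read after ATP addition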
CHO parental Ca – counter-screen for OX1R antagonists: effect in parental CHO cells | inhibition, % at 5.6 µM | actives 0.63% (n = 330,000) | parental CHO-K1, ATP-induced calcium, Fluo-8 fluorescence;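 active means inhibition above that plate's mean sample inhibition plus 3 SD, cut at about 26% in these data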;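 further: 0% = ATP-challenged DMSO wells and 100% = DMSO wells without ATP; some compounds past the cut are filed as inactive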
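Material: parental CHO cells / Compound: single nominal dose of 5.6 µM per compound / Signal: Fluo-8 fluorescence / Replicates: singlicate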
Starred values were filed as active, the others as inactive; . = no result given.

SMILES	M1 ag	M1 ag parental	M1 PAM	CHO-K1 Ca antag	TAAR1 antag	TAAR1 ag	M1 antag	M1 PAM parental	CHO parental Ca
O=C(NNC(=O)c1cc(S(=O)(=O)N2CCOCC2)ccc1Cl)c1ccc(F)cc1	-3	0.5	-1	-14	0	0	-6	-1	.
CNC(=S)N1CCN(c2ccccn2)CC1	-3	0.9	3	-31	-3	3	-10	29	3
Cn1nccc1C(=O)N1CCN(c2cccc(C(F)(F)F)c2)CC1	-1	6.4	0	-9	-2	3	2	21	-14
Cc1ccc(S(=O)(=O)N2CCC(C(=O)OCC(=O)N3CC(=O)Nc4ccccc43)CC2)cc1	-3	1.0	-5	0	4	8	3	8	-3
O=C(N=C1SC2CS(=O)(=O)CC2N1Cc1ccc(Cl)cc1)C1CCCO1 (stereo not given)	-3	2.2	5	-22	-8	2	-1	24	25
O=C(NC1CCCCC1)C(c1ccccc1)N1CCc2ccccc21 (stereo not given)	-8	-0.4	-9	16	-35	-3	11	14	-9
Cc1nc(=O)c(-c2ccccc2)c(C)n1-c1ccc(Br)cc1	-8	-0.1	8	0	-22	0	-8	8	-5
COC(CNc1ccc([N+](=O)[O-])c(NCC(OC)OC)c1C#N)OC	-2	0.8	6	-14	-24	2	-6	12	1
Cc1nn(-c2ccccc2)c(Cl)c1C(=O)Nc1nnc(C2CCCC2)s1	-3	-0.1	-2	-7	-11	5	-18	3	-28
Clc1ccc(-c2nnc(-c3ccco3)o2)cc1	-4	-0.4	-1	6	0	-2	-1	-7	-9
O=C(O)c1ccc(Cn2cc(/C=C\[N+](=O)[O-])c3ccccc32)o1	0	0.0	11	1	10	1	-15	6	-3
CC(C)C[C@H]1CN([C@@H](Cc2ccccc2)CN2CCCC2CN2C(=S)NC[C@@H]2Cc2ccccc2)C(=S)N1CC1CCCCC1 (stereo not given in full)	.	0.3	.	2	-6	0	.	-4	.

Quoted at random: two compounds from above
SMILES	M1 ag	M1 ag parental	M1 PAM	CHO-K1 Ca antag	TAAR1 antag	TAAR1 ag	M1 antag	M1 PAM parental	CHO parental Ca
COC(CNc1ccc([N+](=O)[O-])c(NCC(OC)OC)c1C#N)OC	-2	0.8	6	-14	-24	2	-6	12	1
CC(C)C[C@H]1CN([C@@H](Cc2ccccc2)CN2CCCC2CN2C(=S)NC[C@@H]2Cc2ccccc2)C(=S)N1CC1CCCCC1 (stereo not given in full)	.	0.3	.	2	-6	0	.	-4	.

Other records
SMILES	M1 ag	M1 ag parental	M1 PAM	CHO-K1 Ca antag	TAAR1 antag	TAAR1 ag	M1 antag	M1 PAM parental	CHO parental Ca
O=c1c2c3c(sc2nc2n1N=C(c1cccs1)CS2)CCCC3	0	0.5	9	-8	-4	7	-14	17	-6
CCOc1ccccc1NC(=O)COC(=O)CN1C(=O)NC(C)(C)C1=O	-1	-0.1	4	6	-12	5	0	-11	1
COC(=O)C1=C(C(=O)c2ccccc2)C(c2ccc(OC)c(OC)c2)Nc2nnnn21 (stereo not given)	-1	-0.2	4	1	-16	4	-16	2	3
O=C(N/N=C/c1c[nH]c2ccccc12)c1ccc([N+](=O)[O-])cc1Cl	-4	11	0	5	.	.	-5	-3	-8
CC(C)N=C(NC#N)SCc1ccc(F)cc1	-6	3.4	-2	-14	12	1	-2	25	-3
Cc1cccc(C(=O)OCC(=O)Nc2sccc2C(N)=O)c1C	-1	-0.1	-2	1	-22	2	9	-2	.
CN(C)c1ccc(/C=N\NC(=O)CC#N)cc1	-5	-0.4	-2	5	14	4	4	-6	-11
O=S1(=O)[C@H]2C[C@@H]3CC[C@]2(CN1Cc1cccc(F)c1)O3	-6	0.0	0	-13	15	0	0	6	-5
O=S(=O)(O)c1cc2oc(-c3ccccc3)nc2c2ccccc12	-1	1.4	4	-9	8	16	2	15	-7
COc1ccc(-n2nc3c(N4CCC(C(=O)NC5CCCCC5)CC4)nnc(C)c3c2C)cc1	-5	-1.2	1	-4	.	.	-7	0	-24
Cc1cccc(C(C)C)c1NC(=O)COC(=O)CNS(=O)(=O)c1ccccc1	-1	1.0	4	-1	-20	1	0	18	3
CCOC(=O)[C@@H](NC(=O)CC[C@H]1O[C@@H](n2ccc(=O)[nH]c2=O)[C@H](O)[C@@H]1O)C(C)C	2	8.2	4	-1	-10	2	-17	7	.
O=C(CSc1nnc(Cc2cc(=O)[nH]c(=O)[nH]2)n1-c1ccc(Cl)cc1)NC1CCCC1	-3	0.5	1	-1	-20	2	-5	8	-9
Cc1cccc2cc(CN(CCc3ccccc3)C(=O)N3CCOCC3)c3nnnn3c12	-2	0.4	12	-11	-36	24	-14	22	-18
COc1ccc(CCNC(=O)C2CC(=O)N(c3ccc(C)cc3)C2)cc1 (stereo not given)	2	-0.1	13	4	-3	-3	-1	11	8
Cc1cccc(C(=O)N[C@H](C(=O)Nc2nc(C)cs2)C(C)C)c1	-4	-0.2	2	2	2	5	-4	1	-13
O=C(COC(=O)c1cc([N+](=O)[O-])ccc1N1CCOCC1)Nc1ncc(Cl)cc1Cl	-3	1.5	-2	-3	-5	1	5	-5	5
CC1(C)CC(=O)N(Cc2ccccc2)C(=O)C1	-9	3.4	13	0	-9	2	-1	8	11
COc1ccc(CCNC(=O)CSc2nc3c(c(=O)n(C)c(=O)n3C)n2C)cc1OC	-5	0.0	4	12	7	4	-9	11	-2
CC(C)NC(=O)C(c1ccc(F)cc1)N(C(=O)CCC(=O)Nc1ccccn1)c1ccccc1F (stereo not given)	-3	0.5	11	-21	-9	-2	-4	31	-22
CCOc1cc(NC(=S)NCc2ccco2)c(OCC)cc1NC(=O)c1ccco1	-3	2.8	7	-14	9	8	-13	19	-28
O=C(COC(=O)C12CC3CC(CC(C3)C1)C2)Nc1nccs1	-2	1.0	5	-26	10	-1	-2	20	10
CCOC(=O)c1sc(NC(=S)NC(=O)C2CC2)cc1C	-8	0.3	-7	-8	-23	-2	7	19	-11
O=C(NC(Cc1ccccc1)C(=O)Oc1ccc2c(C(F)(F)F)cc(=O)oc2c1)OCc1ccccc1 (stereo not given)	-2	4.1	10	5	.	.	-6	16	4
CC(C)C(CC(=O)N1CCCCC1)C1CCOC(C)(C)C1 (stereo not given)	-1	0.1	8	-7	8	9	-10	18	-6
COc1ccccc1NC(=O)C1=C(C)Nc2nc(-c3cccs3)nn2C1c1cccc(O)c1 (stereo not given)	-2	5.7	0	6	42	17	18	16	-16
Cc1ccccc1/C(N)=N/OC(=O)/C=C/c1ccccc1	-2	0.1	0	-1	-8	8	1	-7	-9
Cc1cccn2c(=O)c(C=NCc3ccccc3)c(NCCO)nc12	-7	0.7	2	-7	-34	22	-4	0	-2
Cc1ccc(Cl)cc1NS(=O)(=O)c1ccc(-n2cccn2)cc1	-1	3.1	0	-9	-5	3	2	21	-9
C=CCn1c(C)c(C(C)=O)c(SC)nc1=S	-6	0.4	2	-5	2	7	0	16	-11
Cc1ccc(NC(=O)C2(C)CCN2Cc2ccc(OC(C)C)cc2)cc1 (stereo not given)	-3	0.5	5	7	-17	-2	-9	0	.
CCOC(=O)c1ccc(N2CCN(C(C)=O)CC2)c(NC(=O)c2cccnc2)c1	-1	-0.6	6	23	1	9	10	-8	0
Cc1ccc(C)c(N2N=C(C(=O)Nc3cccnc3)CCC2=O)c1	1	0.5	18	9	14	2	-20	16	-5
CCOc1ccc(CCNC(=O)CCNC(=O)c2ccco2)cc1OCC	3	0.3	14	12	-10	3	2	-3	-22
Cc1nn(C(=O)c2cccnc2)c(C)c1Sc1ccccc1	-7	-0.3	11	-8	1	0	-2	23	-16
CCOC(=O)C1=C(C)NC(=O)NC1C1CC=CCC1 (stereo not given)	-4	-0.3	4	3	-8	-1	-1	5	-7
CCOC(=O)C1CCN(C(=O)Cc2c(C(=O)O)n(C)c3ccccc23)CC1	8	0.0	0	-9	0	3	-26	-2	-2
COC(=O)c1ccc(CN2CCCC(CCC(=O)NCc3ccc(C)o3)C2)cc1 (stereo not given)	53*	0.4	-29	-10	-23	0	87*	27	-29
N/C(=N\OC(=O)c1cccs1)c1ccc(Cl)cc1	-3	0.3	5	-8	-21	-1	-14	15	-1
COc1ccc(C(C)(NC(C)=O)c2nc(-c3cc(F)cc(F)c3)cs2)cc1 (stereo not given)	-3	0.8	2	-11	-3	3	-4	13	.
Cn1cc(C(=O)NCc2ccc(Cl)cc2)c(=O)c2cc(S(=O)(=O)N3CCOCC3)ccc21	-1	1.4	14	-22	-8	0	-14	15	-13
CCCCNC(=S)N(CCN(C)C)Cc1cc2cc3c(cc2[nH]c1=O)OCCO3	-7	-0.2	7	-5	36	19	-5	18	4
COc1cc(OC)nc(Oc2ccccc2C(=O)Oc2ccccc2Cl)n1	-7	-0.1	-8	-21	0	-2	1	6	-15
COc1ccc(OCCC(=O)OCC(=O)NCc2ccco2)cc1	-4	-0.7	3	4	2	-1	3	0	2
Cc1ccc(S(=O)(=O)N2CCN(C(=O)N3CCOCC3)CC2)cc1C	-3	1.2	1	-5	-10	1	1	18	-6
CC1CCN(C(=O)c2[nH]cnc2C(=O)N[C@@H](C)c2ccccc2)CC1	9	0.0	20	-6	-7	12	-14	-5	-14
O=C(NC1CCN(S(=O)(=O)c2ccc(F)cc2)CC1)c1ccco1	-1	0.8	9	-16	12	-2	-18	0	0
O=C(NN=Cc1ccc(O)c(O)c1)c1ccccc1	-7	0.0	1	2	.	.	-1	8	.
Clc1cccc(-c2cc3nc4c(c(NCc5ccco5)n3n2)CCCC4)c1	-8	-0.4	-9	-10	2	10	4	16	-33
O=C1C=CN2CCCC2CC1 (stereo not given)	-11	-0.1	-12	-1	6	13	22	-13	3
COCCn1nnnc1CN(Cc1cccnc1)Cc1cc2cc(OC)ccc2[nH]c1=O	-5	0.8	5	-14	-1	4	-2	25	.
CCNc1ccc(C(=O)OCC(=O)NCCN2C(=O)CSC2=O)cc1[N+](=O)[O-]	-5	-0.1	12	-5	-2	2	-15	-7	-8
Cc1ccc(NC(=O)C(=O)NCCN2CCN(C(=O)C(c3ccccc3)c3ccccc3)CC2)cc1	-3	-0.5	7	-3	3	7	-32	9	-24
CNc1oc(/C=C/c2cccc(OC)c2)nc1C#N	-5	0.3	1	-1	.	.	-2	10	-10
O=C(CN1CCN(c2ccc(O)cc2)CC1)Nc1ccccc1C(=O)NCCc1ccccc1	-3	5.6	-11	-4	63*	12	28	-5	-4
CCCN1CCC(NC(=O)Nc2ccc([N+](=O)[O-])cc2)CC1	-8	0.5	0	15	3	11	4	-13	-11
Brc1ccc(-c2csc(N/N=C/c3ccc4c(c3)OCO4)n2)cc1	-3	0.0	0	3	-17	1	-3	3	-6

Sorted by the number under M1 antag (largest number first): some entries from above.
SMILES,M1 antag
O=C1C=CN2CCCC2CC1 (stereo not given),22
Clc1cccc(-c2cc3nc4c(c(NCc5ccco5)n3n2)CCCC4)c1,4
Cc1ccc(NC(=O)C(=O)NCCN2CCN(C(=O)C(c3ccccc3)c3ccccc3)CC2)cc1,-32
